Screening results deposited in PubChem by NCI.
All columns: NCI-60 one-dose screen, growth in % after 48 h at 10 µM unless noted; 100 = growth as untreated, 0 = no growth, -100 = all killed.
HL-60(TB): HL-60(TB) leukemia cells; 9% of 78,000 active; AID 1794776; active = growth percent below 10
An asterisk follows results filed as active; & = joins results of further samples; ! = repeats disagree. Not all compounds are listed (hit frequency here may not be typical).

SMILES	HL-60(TB)
C[C@@H]1O[C@@H](O[C@H]2C[C@@H](O)[C@]3(CO)C4C(CC[C@]3(O)C2)[C@@]2(O)CC[C@H](C3=CC(=O)OC3)[C@@]2(C)C[C@H]4O)[C@H](O)[C@H](O)[C@H]1O (stereo partly specified)	-53*
C/C(=C\c1cc(Cl)ccc1OCC(=O)O)[N+](=O)[O-]	53
O=C(O)Cc1c(-c2ccccc2)n[nH]c1-c1[nH]nc(-c2ccccc2)c1CC(=O)O	105
N#CCCN1C(=O)CCC1C(=O)O (stereo unspecified)	86
C=CCCC1(CC)C(=O)NC(=S)NC1=O	69
Cc1nc2ccccc2n2c(-c3cccc([N+](=O)[O-])c3)nnc12	98
CC#CCOCC1CN(C)C(=O)O1 (stereo unspecified)	100
O=C1CCCC(=O)C1	114
CC1(C)N=C(N)N=C(N)N1c1ccc(OCCCCOc2ccc(S(=O)(=O)F)cc2)c(Cl)c1	19
O=C(CSc1nnc(-c2cccs2)n1-c1ccccc1)Nc1ccc(F)cc1	70
c1ccc(/C(=N\N=C(/c2ccccc2)c2cccs2)c2cccs2)cc1	91
CN(C)CCCN=c1cc2c(=O)n(CCCN(C)C)c(=O)c3c(NCCCN(C)C)cc4c(O)n(CCCN(C)C)c(=O)c1c4c3-2	61
CCOC(=O)C1=NNC(c2ccc(Cl)cc2)C1C(=O)N1C(=S)NC(=O)C1CC(C)C (stereo unspecified)	106
COc1ccc(C(C)O)cc1 (stereo unspecified)	100
CC(C)Sc1nc(Nc2ccc(C(=O)O)cc2)c(C#N)c(-c2ccccc2)n1	115
c1ccc2c(c1)NC1(CCCCC1)n1nccc1-2	94
CCOC(=O)CSc1nc2sc3c(c2c(=O)n1-c1ccccc1)CCCCC3	109
CC(C)c1ccc(CNc2sc3c(c2C#N)CCC(=O)C3)cc1	98
C#CC1(OC(C)=O)CCCCC1	102
CCCc1ccc(-c2cc(C(Cl)Cl)no2)cc1	142
CCN(CC)CC(=O)N1CCOCC1	110
CC(=O)c1ccc(-c2cn3ccnc3c(-c3ccc4ncn(C5CCCCC5)c4c3)n2)cc1	97
CC/C(=C(/c1ccc(Cl)cc1)c1ccc(OCCN2CCCCC2)cc1)c1ccc(OC)cc1	24
Cn1c(SSc2ccc(-c3cccnc3)n2C)ccc1-c1cccnc1	-32*!
O=c1ccc(=O)n(CCc2ccccn2)[nH]1	112
Next part
SMILES	HL-60(TB)
Cn1c(=O)c2c(ncn2CN2CCOCC2)n(C)c1=O	101
CC(C)/C=C/CC[C@](C)(O)[C@H]1CC[C@]2(C)[C@@H]1CC[C@@H]1[C@@]3(C)C/C(=C/c4ccccn4)C(=O)C(C)(C)[C@@H]3CC[C@]12C	50
Nc1c(C(=O)Nc2cccc(C(F)(F)F)c2)sc2nc3c(cc12)CCCC3	81
Cc1cccc(/C=C/c2c(C(=O)c3ccccc3)c(C)nc3ccccc23)c1	98
Cc1ccc(-c2nc(N3CCCNCC3)c3oc(-c4ccccc4)nc3n2)cc1	-70*
CCOC(=O)NC(Cc1ccccc1)c1ccccc1 (stereo unspecified)	94
CC(=O)C1=C(O)C2(C)c3c(O)c(C)c(O)c(C(C)=O)c3OC2CC1=O (stereo unspecified)	60
C(=N/Nc1ncc(-c2cc3cc(-c4ccccc4)ccc3o2)s1)/c1cccs1	96
CCN(CC)c1ccc(NC(=O)c2cccs2)cc1	95
CC(C)=C[C@@H]1CC2Cc3cc(Cl)ccc3N1O2 (stereo partly specified)	91
Cc1ccc(CN2CC3(Cc4c(C(C)(C)C)nn(-c5ccccc5)c42)C(=O)CC(C)(C)CC3=O)cc1	67
COc1ccc(C(=O)/C=C/c2ccc(Cl)cc2)cc1S(N)(=O)=O	-3.4*
Nc1nc2c(s1)C(c1ccc(OC3CCCC3)cc1)CC(=O)N2 (stereo unspecified)	100
COc1ccc(-c2ccc3c4c(cccc24)C(=O)N(N2C(=O)c4cccc5cccc(c45)C2=O)C3=O)cc1	103
Cc1ccc(Nc2nc(N)[nH]c(=O)c2N=O)cc1C	82
NC(=S)N/N=C/C=C/c1ccco1	97&97
O=C(c1ccc(OCCN2CCCCC2)cc1)c1c(-c2ccc(OS(=O)(=O)c3ccc(F)cc3)cc2)sc2cc(OS(=O)(=O)c3ccc(F)cc3)ccc12	58
CCOC(=O)c1nn(-c2ccc(Cl)cc2)c(=N/N=C(\C)c2c(Oc3ccccc3)c(OC)c3occc3c2OC)s1	99
CCC(c1nnc(-c2ccccc2)o1)N(C)c1cccc(-c2ccc3c(c2)OCCO3)c1C (stereo unspecified)	99
O=C1C=CC(=Nc2ccc3c(c2)Cc2ccccc2-3)O1	88
Cc1ccc(/C=N/N=C(N)N)cc1	101
CCCCCCCC(CO)CO	98
Clc1ccc2nc(-c3nnc(-c4ccccc4)o3)c(Cl)nc2c1	99
COc1ccc(C2CC(c3ccc(Nc4nc(NCCO)nc(NCCO)n4)cc3)=NN2c2ccc(Cl)cc2)cc1 (stereo unspecified)	93
N=C1C(c2nc(-c3ccc(Br)cc3)cs2)=C(O)CN1CC1CCCO1 (stereo unspecified)	98
(list continues)
SMILES	HL-60(TB)
CC1(C)[C@@H](O)CC[C@]2(C)[C@H]3CC[C@@H]4[C@H]5[C@H](C(=O)/C=C/c6ccc(C(F)(F)F)cc6)CC[C@]5(CO)CC[C@@]4(C)[C@]3(C)CC[C@@H]12	28
Nc1nnc(-c2cc(=O)oc3ccc(Cl)cc23)s1	101
CCOC(=O)c1cn(CC)c2cc(N(C)CCc3ccc(OC)c(OC)c3)c(F)cc2c1=O	79
C=CCN1C(=O)CS/C1=N/S(=O)(=O)c1ccc(NNc2c3ccccc3nc3ccccc23)cc1	85
COc1ccccc1/C=C1\Oc2cc(OCCCN3CCCC3)ccc2C1=O	79
COc1ccc(NC(=O)CSc2nnc(-c3ccc4nc(-c5ccc(Cl)cc5)[nH]c4c3)o2)cc1OC	94
O=CC(O)C1OC(=O)C(O)C1O (stereo unspecified)	100
CC(=O)Nc1ccc(-c2cn(-c3cccc(C(=O)Nc4cccc(OC(F)(F)F)c4)c3)nn2)cn1	95
FC(F)(F)c1ccc2c(Nc3cccc(C4CC(c5ccccc5)=NN4c4ccc(Cl)cc4)c3)ccnc2c1 (stereo unspecified)	36
CC1CN(Cc2ccco2)C(=S)NC1=O (stereo unspecified)	68
O=C(O)c1ccccc1C(=O)c1ccc(I)cc1	93
CN(C)c1ccc(-c2nc3ncc(Br)cc3o2)cc1	86
Nc1n[nH]c(CCCNc2ccccc2)c1-c1nc2ccccc2s1	85
CC(C1CCC(CN2Cc3ccc(O)c(F)c3C2=O)CC1)N1CCOCC1 (stereo unspecified)	95
CC(C)=CC[C@@H]1CC2(CC=C(C)C)C(=O)C(OC3(C(=O)c4ccccc4)C(=O)C4(CC=C(C)C)C[C@@H](CC=C(C)C)C(C)(C)C(CC=C(C)C)(C4=O)C3=O)(C(=O)c3ccccc3)C(=O)C(CC=C(C)C)(C2=O)C1(C)C (stereo partly specified)	-48*
Cc1ccc(-c2cc3nc(C(Cl)Cl)nc(-c4ccco4)n3n2)cc1	-12*
O=C1CC(=P(c2ccccc2)(c2ccccc2)c2ccccc2)C(=O)N1c1ccccc1	71&133
CCCCCc1cc(=O)[nH]c(=S)[nH]1	86
O=C(NCc1cn(Cc2cccc(Oc3ccccc3)c2)nn1)c1cccnc1Nc1cccc(F)c1	72
COc1ccc(NC(=O)c2sc3nc4c(cc3c2N)C(=O)CCC4)c(OC)c1	77
CC(=O)NCC1c2c(n(C)c3c(Cl)c(Cl)ccc23)C(=O)NC1(C)C (stereo unspecified)	84
[N-]=[N+]=C1C(=O)NN=C1c1ccccc1	82
C/C(=N\N=C1/SCC(=O)N1c1ccccc1)c1ccco1	99
O=C1C(Cl)C(c2cccnc2)N1Nc1ncnc2ccccc12 (stereo unspecified)	98
Cc1nnc2nc(-c3ccccc3)nc(-c3ccccc3)n12	72

An excerpt of these results, comma-delimited.
mol,HL-60(TB)
CN(C)c1ccc(-c2nc3ncc(Br)cc3o2)cc1,86
O=C(c1ccc(OCCN2CCCCC2)cc1)c1c(-c2ccc(OS(=O)(=O)c3ccc(F)cc3)cc2)sc2cc(OS(=O)(=O)c3ccc(F)cc3)ccc12,58
CC(=O)NCC1c2c(n(C)c3c(Cl)c(Cl)ccc23)C(=O)NC1(C)C (stereo unspecified),84
Nc1c(C(=O)Nc2cccc(C(F)(F)F)c2)sc2nc3c(cc12)CCCC3,81
CC(C)=C[C@@H]1CC2Cc3cc(Cl)ccc3N1O2 (stereo partly specified),91
C[C@@H]1O[C@@H](O[C@H]2C[C@@H](O)[C@]3(CO)C4C(CC[C@]3(O)C2)[C@@]2(O)CC[C@H](C3=CC(=O)OC3)[C@@]2(C)C[C@H]4O)[C@H](O)[C@H](O)[C@H]1O (stereo partly specified),-53*

An excerpt of these results, with each value named:
> Cc1ccc(-c2cc3nc(C(Cl)Cl)nc(-c4ccco4)n3n2)cc1
- HL-60(TB): -12*

> O=C1CC(=P(c2ccccc2)(c2ccccc2)c2ccccc2)C(=O)N1c1ccccc1
- HL-60(TB): 71&133

Two compounds drawn at random from the list so far:
SMILES	HL-60(TB)
Nc1nnc(-c2cc(=O)oc3ccc(Cl)cc23)s1	101
Cc1nnc2nc(-c3ccccc3)nc(-c3ccccc3)n12	72

New compounds follow
SMILES	HL-60(TB)
COc1ccccc1N=NC(C#N)C(N)=O (stereo unspecified)	95
CCCCCN(CCCCC)CC(O)c1ccc2c3c(cccc13)CC2 (stereo unspecified)	88
Cc1cc(C)nc(NS(=O)(=O)c2ccc(N)cc2)n1	98
Cc1cc(=O)oc2cc(OCc3cn(CCNc4nc(-c5ccc(Cl)cc5)cn5ccnc45)nn3)ccc12	84
O=CN1N=C(c2cccc(Nc3ccnc4cc(Cl)ccc34)c2)CC1c1ccc(Cl)cc1 (stereo unspecified)	-4.9*
NC(=N\N=C/c1ccc(O)cc1)/C(N)=N\N=C/c1ccc(O)cc1	26
Cc1ccc([N+]2=NOC(=O)C2S(=O)(=O)Nc2ccc(-n3c(-c4ccc(Cl)cc4)nc4ccccc4c3=O)cc2)cc1 (stereo unspecified)	56
C#CCOc1ccccc1C(Nc1ccc(F)c(Cl)c1)c1nnnn1C1CCCCC1 (stereo unspecified)	83
O=C(CCl)Oc1ccc([N+](=O)[O-])cc1	107
CC[C@H](C)[C@H](NC(=O)CN(C)C)C(=O)N(C)[C@H](C[C@@H](OC(C)=O)c1nc(C(=O)NC23C4C5C2C2C3C4C52C(=O)OC)cs1)C(C)C (stereo partly specified)	-26*
Cn1cc(C(=O)c2nc(-c3c[nH]c4ccc(F)cc34)no2)c2ccccc21	97
CNC(=O)OCc1c(COC(=O)NC)c(C)n(-c2ccc(OC)cc2)c1C	72
O=C(Nc1ccc(F)cc1)c1cc(-c2ccc(F)cc2F)ccc1O	0.5*
O=S(=O)(Nc1ncccn1)c1ccc(NO)cc1	107
CCCNC(=O)CCCNc1ncnc2c1ncn2-c1cccc(C(C)O)c1 (stereo unspecified)	96
CC(C)C=C(C(=O)O)C(=O)O	87
CN(C)c1ccc(C(c2ccc(N(C)C)cc2)C(O)c2ccccc2)cc1 (stereo unspecified)	99
CC1(C)OC2C(CO)OC(n3ccc(=O)[nH]c3=O)C2O1 (stereo unspecified)	105
COc1ccc(-n2nc(C(=O)Nc3ccccc3OC)nc2-c2cc(OC)c(OC)c(OC)c2)cc1	64
O=C(O)c1ccc2c3c(n[se]c13)-c1ccccc1C2=O	94
CCCCCCCCCCP(=O)(O)CCCCCCCCCC	89
O=C1/C(=C/c2ccc(Cl)cc2)SC(=S)N1N1CCOCC1	97
Cc1ccc2c(c1)[C@](O)(C(C)C)CC[C@]2(C)O	88
COc1cc(C2CC(C3C(=O)N(C)C(=O)N(C)C3=O)=NN2c2ccccc2)cc(OC)c1OC (stereo unspecified)	79
Nc1nc(Cl)cc(=O)n1Cc1ccccc1	100

2 of the compounds above, as a markdown table.
| SMILES | HL-60(TB) |
| --- | --- |
| O=CN1N=C(c2cccc(Nc3ccnc4cc(Cl)ccc34)c2)CC1c1ccc(Cl)cc1 (stereo unspecified) | -4.9* |
| NC(=N\N=C/c1ccc(O)cc1)/C(N)=N\N=C/c1ccc(O)cc1 | 26 |

More structures follow:
SMILES	HL-60(TB)
O=[N+]([O-])c1ccc(Oc2ccc(CCCc3ccccc3)cc2)c([N+](=O)[O-])c1	70
CCOC(=O)c1ccc2n1CCCc1cnc(NC3CCCC3)nc1-2	105
COc1cc(-c2c(C#N)c(N)nc3[nH]c(=S)[nH]c(=O)c23)cc(OC)c1OC	101
COc1ccc2c(c1)c(-c1nonc1-c1cn(C)c3ccccc13)cn2C	2.9*
Nc1ncnc2c1C(c1ccc(O)cc1)c1sc3c(F)cccc3c1O2 (stereo unspecified)	134
O=c1c2cc3cc(Cl)ncc3n2c(=O)c2cc3cc(Cl)ncc3n12	86
Nc1nn2c(-c3ccccc3)ccnc2c1N=Nc1ccc(S(N)(=O)=O)cc1	101
CC1(C)CC(=O)C2=C(C1)N(c1ccc(OC(F)(F)F)cc1)C(N)=C(C#N)C2c1ccc(Br)cc1 (stereo unspecified)	102
CC[C@@H](CO)Nc1ccc2ncc(C#Cc3cncc(C(=O)Nc4ccc(CN5CCN(C)CC5)c(C(F)(F)F)c4)c3)n2n1	-27*
Cc1cccnc1-n1ncc(C(=O)Nc2nc3ccccc3s2)c1C	96
CC(=O)Oc1cc2cnc3c4cc(OC(C)=O)c(OC(C)=O)cc4ccc3c2cc1OC(C)=O	-2.8*
N#Cc1c(-c2cccs2)cc(-c2cnccn2)nc1SCC(=O)NNC(=S)Nc1ccc(Cl)cc1	111
NC(N)=Nc1ccc(Oc2cccc(Nc3ccc(Br)c(C(F)(F)F)c3)c2)cc1	-50*
Cc1cc(C)c(C)c(C(O)(C(=O)O)c2ccccc2)c1C (stereo unspecified)	92
O=C(Nc1ccc2c(O)cc(S(=O)(=O)O)cc2c1)Nc1ccc2c(O)c(N=Nc3ccc4cc(S(=O)(=O)O)ccc4c3)c(S(=O)(=O)O)cc2c1	83
COc1cc(C(=O)/C=C/c2c(C)n([O-])c3ccc(C)cc3[n+]2=O)cc(OC)c1OC	-43*
O=C(NNC(=O)c1ccccc1Cl)c1ccccc1Cl	99
COC(=O)C(Cc1cn(-c2ccc3oc(=O)ccc3c2)nn1)(Cc1cn(-c2ccc3ccc(=O)oc3c2)nn1)C(C)=O (stereo unspecified)	97
O=C(c1ccccc1)c1ccsc1C(=O)c1ccccc1	88
COC1OC(COS(=O)OC)C(O)C(O)C1OS(=O)OC (stereo unspecified)	83
CCCCCCCCCCC1CO1 (stereo unspecified)	104
COc1ccc(C(=O)C[n+]2cc(Br)cc(Br)c2)cc1	89
